Source: PubChem (several laboratories)
MEX-5 binding – C. elegans MEX-5 TCR-2 RNA binding activity. Q9XUB2. MEX-5/FITC-TCR2 RNA binding, fluorescence polarization; active compounds read low. activity score (negative = inhibition of binding), % at 10 µM. actives 0.38% (n = 300,000). AID 1832;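 active means inhibition past about -25% in most replicates, and total fluorescence under double the plate's negative control median, limit read from the data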;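 further: 0% = DMSO and -100% = 5 µM competing unlabeled TCR2 RNA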
CR mimetic SO – caloric restriction mimetics inhibiting age-related superoxide in yeast; S. cerevisiae aged cells, superoxide DHE fluorescence; active compounds read low; superoxide response (% of plate mean), % at 10 µM; actives 0.18% (n = 330,000);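 active means superoxide response under a set limit, about three screen SD below normal, cut at about 65% in these data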;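 further: yeast aged for seven days with compound at 30 °C before DHE staining; 100% = average MFI of all compound-treated wells on the plate with controls excluded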
GRK2 inh – inhibitors of human GRK2 displacing RNA aptamer. inhibition of aptamer binding, % at 10 µM. P25098. actives 0.59% (n = 330,000). AID 488847. bead flow cytometry, FAM-aptamer displacement from GRK2;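 active means inhibition of aptamer binding above 40%, roughly 3 SD of noise, on plates passing a quality check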;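 further: median bead fluorescence of bound FAM aptamer so fluorescent compounds give negative values; no value below 0 was filed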
GLD-1 RNA inh – GLD-1-TGE RNA interaction inhibition (C. elegans); Q17339; purified GLD-1 + fluorescein TGE RNA, fluorescence polarization; inhibition, % at 5.96 µM; actives 0.44% (n = 320,000); AID 2280;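 active means percent inhibition above a per-plate cutoff, the plate mean of test compounds plus 3 SD, cut at about 30% in these data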;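 further: 0% = DMSO wells with GLD-1 and probe and 100% = wells lacking GLD-1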
CIT2-GFP yeast – modulators of TOR pathway CIT2-GFP in S. cerevisiae | S. cerevisiae CIT2-GFP strain, flow cytometry, 3 h; 100 means same as DMSO wells | GFP response vs DMSO, % at 10 µM | actives 0.065% (n = 320,000) | AID 2029;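 active means GFP response relative to DMSO above a set limit, near the screen mean plus 3 SD, cut at about 150% in these data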;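 further: ratio of well median GFP fluorescence to mean of DMSO wells on the plate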
BCLXL inh – inhibitors of human Bcl-xL; AID 2129; actives 0.7% (n = 320,000); inhibition, % at 10.9 µM; GST-Bcl-xL / FITC-Bim BH3 peptide fluorescence polarization;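 active means inhibition above the mean of all tested compounds plus 3 SD, cutoff set per campaign, cut at about 30% in these data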;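 further: 0% = DMSO wells and 100% = unlabeled Bim-BH3 peptide competitor; inhibitors lower millipolarization by displacing the labeled peptide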
VLA-4 inh – inhibition in a human VLA-4 binding assay. VLA-4 expressing cells, ligand binding flow cytometry. inhibition, % (about 7 µM as worked out from the volumes in the protocol). actives 0.2% (n = 330,000). AID 2557; in the data active means inhibition above about 50%
Target sequence (P13612 whole entry, looked up): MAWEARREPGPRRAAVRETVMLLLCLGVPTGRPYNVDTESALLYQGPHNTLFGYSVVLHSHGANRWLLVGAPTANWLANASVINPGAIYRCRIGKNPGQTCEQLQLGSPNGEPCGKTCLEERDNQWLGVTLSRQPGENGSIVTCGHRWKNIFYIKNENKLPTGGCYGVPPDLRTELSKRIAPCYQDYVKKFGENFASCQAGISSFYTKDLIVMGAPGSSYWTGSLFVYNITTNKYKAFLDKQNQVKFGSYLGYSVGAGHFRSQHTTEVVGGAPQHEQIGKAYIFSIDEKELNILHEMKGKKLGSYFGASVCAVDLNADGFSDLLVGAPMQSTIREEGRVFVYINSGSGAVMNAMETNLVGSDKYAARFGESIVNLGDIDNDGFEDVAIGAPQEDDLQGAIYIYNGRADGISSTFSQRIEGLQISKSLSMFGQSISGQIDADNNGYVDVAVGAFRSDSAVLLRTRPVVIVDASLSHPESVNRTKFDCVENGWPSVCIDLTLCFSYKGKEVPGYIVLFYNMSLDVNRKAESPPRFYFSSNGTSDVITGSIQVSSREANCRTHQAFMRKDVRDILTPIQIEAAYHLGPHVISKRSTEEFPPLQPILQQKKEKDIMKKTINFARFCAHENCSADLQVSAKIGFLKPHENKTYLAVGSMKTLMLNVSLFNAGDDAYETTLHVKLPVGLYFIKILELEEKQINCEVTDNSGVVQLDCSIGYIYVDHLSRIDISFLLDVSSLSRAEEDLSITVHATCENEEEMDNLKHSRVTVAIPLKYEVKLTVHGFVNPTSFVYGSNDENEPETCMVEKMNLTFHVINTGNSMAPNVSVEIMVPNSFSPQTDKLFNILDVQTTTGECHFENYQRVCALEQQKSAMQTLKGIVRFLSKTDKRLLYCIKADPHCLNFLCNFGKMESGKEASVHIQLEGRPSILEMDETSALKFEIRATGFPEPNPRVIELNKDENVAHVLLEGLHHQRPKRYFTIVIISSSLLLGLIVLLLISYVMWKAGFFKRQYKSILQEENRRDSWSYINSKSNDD
AGP1 TOR yeast – yeast TOR pathway AGP1-GFP modulation; GFP response vs DMSO, % at 10 µM; actives 0.02% (n = 320,000); AID 2066; S. cerevisiae AGP1-GFP multiplex flow cytometry, 3 h; GFP as percent of DMSO wells;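 active means GFP response relative to DMSO above a set limit, near screen average plus 3 SD, cut at about 150% in these data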;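 further: median GFP channel fluorescence of the gated AGP1 strain per well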
MCL1-BIM inh – MCL1-BIM-BH3 interaction inhibition (human); Q07820; inhibition, % at 10.9 µM; actives 0.68% (n = 320,000); GST-MCL1 / FITC-Bim-BH3 fluorescence polarization;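 active means inhibition above the mean inhibition of all tested compounds plus 3 SD, set per campaign, cut at about 40% in these data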;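 further: 0% = DMSO wells and 100% = unlabeled Bim-BH3 peptide control; higher means more loss of mP so more displacement of Bim peptide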
The depositor's hits bear a star; . = not tested or not shown; [ ] = another dose, or the depositor's remark.

SMILES	MEX-5 binding	CR mimetic SO	GRK2 inh	GLD-1 RNA inh	CIT2-GFP yeast	BCLXL inh	VLA-4 inh	AGP1 TOR yeast	MCL1-BIM inh
COc1c(C)cccc1C(=O)Nc1cc(-c2nn3c(C)nnc3s2)ccc1C	-3.1	101.7	0.0	2.5	94.7	1.2	14.7	97.2	-3.2
O=C(O)/C=C\c1cccc(-n2nnnc2SCc2ccccc2F)c1	-1.7	111.0	2.0	-0.1	101.7	2.5	5.4	97.3	4.0
CCc1ccc(NC(=O)COc2ccc3c(c2)OCO3)cc1	1.3	89.9	0.0	3.6	.	-0.9	4.6	82.5	-0.6
Cc1cc(C)n(CC2CC(=O)N(c3ccccc3)C2=O)n1 (centres undefined)	.	119.1	1.0	6.7	103.0	1.9	16.5	108.2	4.3
CCOC(=O)c1ccc(NC(=O)Nc2c(C)nn(C)c2C)cc1	-0.9	102.9	3.0	1.0	109.4	0.1	5.4	55.8	-4.8
COc1ccc2c(c1)c(C(=O)N/N=C/c1ccc(Br)cc1)c(C)n2C	-0.9	101.7	0.0	3.8	95.8	4.6	-0.7	99.8	6.4
COc1ccccc1NC(=S)NCCc1ccccc1	-0.2	81.8	1.0	-5.0	104.4	3.2	-9.3	94.9	12.8
NNC(=S)Nc1cccc(-c2n[nH]c(=S)o2)c1	2.6	101.3	3.0	7.3	103.8	13.6	13.5	107.4	9.0
C=Cn1cc[n+](CC(=O)c2ccc(C)cc2)c1	0.1	100.2	0.0	5.3	97.9	-3.9	0.1	95.5	-2.3
OC1CCN(C(c2ccc3ncccc3c2)c2nnnn2C2CCCCC2)CC1 (centres undefined)	-3.6	95.5	0.0	3.1	101.4	7.3	7.0	100.0	5.4
O=C(NCCc1ccc(F)cc1)C(=O)NCC1CCCN1S(=O)(=O)c1cccs1 (centres undefined)	-3.5	101.7	0.0	-7.1	92.6	1.9	-8.4	102.1	-4.0
CCNC(=S)NNC(=S)NCc1ccccc1	1.0	101.6	0.0	6.3	109.3	9.2	3.1	107.6	6.6
CCC(=O)c1ccc(OCC(=O)OC(C)C(=O)N2CCc3ccccc32)cc1 (centres undefined)	1.8	96.5	0.0	7.9	99.9	3.3	-2.9	110.3	0.3
CCSc1nnc(NC(=O)C2CCCN(S(=O)(=O)c3cnc[nH]3)C2)s1 (centres undefined)	2.5	91.6	4.0	4.8	106.7	-0.1	-4.4	104.2	-5.5
Cc1cc2nc3n(c2cc1C)CC1CC(C(=O)NCc2cccc(Br)c2)N(C)C31 (centres undefined)	3.3	92.0	2.0	-6.5	102.5	-3.2	13.1	97.6	1.9
Cc1ccc(COc2ccc(CNCCCN3CCCCCC3=O)cc2)cc1	-0.7	98.2	0.0	1.1	95.0	2.4	3.7	95.8	0.0
Cc1ccc(NS(=O)(=O)c2ccc(F)cc2)nc1	0.1	101.5	3.0	-5.6	106.1	4.8	11.4	103.9	1.2
N#Cc1ccccc1OCC(=O)NC(=O)NCc1ccco1	-1.1	98.9	30.0	-0.4	106.2	0.7	4.0	95.3	-6.0
CCCc1ccc(OCc2ccc(C(=O)Nc3cccc(C)n3)o2)c(OC)c1	-0.9	98.8	1.0	2.8	104.2	3.1	-11.0	101.3	-1.2
Cc1ccccc1OCCN1C(=O)NC2(CCCc3ccccc32)C1=O (centres undefined)	4.4	103.5	0.0	2.2	93.4	-1.1	8.4	88.6	0.4
Nc1ccc(S(N)(=O)=O)cc1N	0.8	77.1	1.0	1.2	102.9	32.9*	0.8	101.8	38.1
O=C1CC[C@@H](CN(Cc2ccccc2)Cc2cn[nH]c2-c2cc3ccccc3o2)N1	-2.0	120.3	4.0	3.2	76.2	4.5	-0.2	77.3	5.1
COCCSc1ccccc1C(=O)NCC1CCCO1 (centres undefined)	-0.2	91.2	2.0	1.1	105.1	9.1	9.4	102.2	9.1
COc1ccccc1NC(=O)C(C)OC(=O)CCCN=C1NS(=O)(=O)c2ccccc21 (centres undefined)	-0.1	76.4	1.0	3.9	104.4	-0.1	3.0	103.2	-4.7
COCCCNC(=S)NNC(=O)c1ccc(S(=O)(=O)N2CCC(C)CC2)cc1	2.4	88.3	2.0	3.1	98.0	5.0	4.9	106.0	4.1

Fetched by compound from the list above, 5 records:
SMILES	MEX-5 binding	CR mimetic SO	GRK2 inh	GLD-1 RNA inh	CIT2-GFP yeast	BCLXL inh	VLA-4 inh	AGP1 TOR yeast	MCL1-BIM inh
Cc1ccccc1OCCN1C(=O)NC2(CCCc3ccccc32)C1=O (centres undefined)	4.4	103.5	0.0	2.2	93.4	-1.1	8.4	88.6	0.4
O=C1CC[C@@H](CN(Cc2ccccc2)Cc2cn[nH]c2-c2cc3ccccc3o2)N1	-2.0	120.3	4.0	3.2	76.2	4.5	-0.2	77.3	5.1
CCNC(=S)NNC(=S)NCc1ccccc1	1.0	101.6	0.0	6.3	109.3	9.2	3.1	107.6	6.6
Nc1ccc(S(N)(=O)=O)cc1N	0.8	77.1	1.0	1.2	102.9	32.9*	0.8	101.8	38.1
COCCSc1ccccc1C(=O)NCC1CCCO1 (centres undefined)	-0.2	91.2	2.0	1.1	105.1	9.1	9.4	102.2	9.1

Next results follow:
SMILES	MEX-5 binding	CR mimetic SO	GRK2 inh	GLD-1 RNA inh	CIT2-GFP yeast	BCLXL inh	VLA-4 inh	AGP1 TOR yeast	MCL1-BIM inh
C=CCOn1c(=O)c(-c2ccc(C)cc2)[n+]([O-])c2ccccc21	1.8	98.5	3.0	-5.5	99.2	1.8	5.7	100.1	0.9
COc1ccc(NC(=O)COc2nc(N(C)C)nc(N(C)C)n2)cc1	3.1	98.4	1.0	-0.2	92.5	4.2	5.4	99.6	-6.0
CN(C)C=NC(=O)/C(C#N)=C1\CCc2ccccc2N1	-1.1	107.0	2.0	5.6	83.2	0.0	-14.6	99.3	-1.9
Cc1c(C(=O)N/N=C/c2cccc(O)c2)nnn1-c1nonc1N	-0.7	82.2	2.0	2.2	89.0	3.1	2.4	95.3	7.7
COc1ccc(NC(=O)CCSc2nc(C)cs2)cc1	-2.7	108.8	0.0	6.2	90.1	1.4	0.0	92.0	-2.0
O=C(NC1CCS(=O)(=O)C1)c1cccc(Br)c1 (centres undefined)	2.9	98.3	0.0	0.1	102.6	3.4	7.9	112.5	0.8
COc1ccc(NC(=O)c2ccc3ncsc3c2)cc1	0.6	124.4	1.0	-6.5	87.7	3.1	-2.4	105.1	-0.7
O=C(Cc1ccc([N+](=O)[O-])cc1)Nc1cccc(C(=O)N2CCCC2)c1	.	100.2	0.0	-2.4	87.0	.	-9.2	86.6	.
CCOc1ccc2[nH]c(=O)c(CN(CCCO)S(=O)(=O)c3ccc(F)cc3)cc2c1	1.4	103.3	2.0	2.7	98.6	5.0	-8.8	100.4	10.7
CCc1cccc(C)c1NC(=O)CN1C(=O)NC(C)(CCC(C)C)C1=O (centres undefined)	.	80.4	1.0	-0.7	111.6	.	9.4	98.1	.
COc1ccc([C@H]2[C@H](C(C)=O)N3N=Cc4ccccc4C3C23C(=O)OC(C)(C)OC3=O)cc1 (some centres undefined)	-2.3	91.2	4.0	5.0	94.2	8.2	-0.2	93.7	1.1
CC(=O)c1nn(-c2cccc(Br)c2)cc1C(=O)c1cccc2ccccc12	0.5	99.0	2.0	-1.3	86.9	0.7	-8.6	108.0	-8.4
Cc1cccc(NC(=O)C2c3ccccc3Oc3ccccc32)n1	0.1	116.4	2.0	8.1	101.4	-1.1	7.3	95.2	5.1
Cn1nc(C(F)(F)F)c(-c2cccc(C(F)(F)F)c2)c1NC(=O)c1nccnc1C(=O)O	-1.9	111.0	1.0	7.2	93.9	4.3	10.5	106.5	1.9
O=C(O)CC1(CC(=O)Nc2ccc(F)cc2F)CCCCC1	-0.3	115.7	5.0	5.9	97.2	2.4	-4.9	105.6	3.5
CCN(CC)C(=O)COc1ccc2oc(C)c(C(=O)OC(C)C)c2c1	-4.3	112.3	2.0	-2.3	87.4	4.2	25.6	88.4	4.2
COc1cccc(/C=C/C(=O)OCC(=O)NC2CCCCCCC2)c1	.	107.7	1.0	1.9	101.0	.	7.4	94.8	.
CCCNC(=O)c1nc(C)n(-c2cc(Cl)ccc2Cl)n1	1.8	98.5	0.0	3.2	92.8	1.3	-2.7	108.7	4.8
Cc1ccc2nc(Nc3nc(CSc4nnnn4-c4ccccc4)cc(=O)[nH]3)nc(C)c2c1	-0.1	106.9	13.0	0.4	100.7	7.8	2.0	98.8	5.9
CCC(C(=O)Nc1ccccc1C(=O)N1CCCC1)N1C(=O)c2ccccc2C1=O (centres undefined)	0.2	94.6	1.0	5.4	104.2	3.0	-5.3	100.3	2.5
Cn1c(=O)[nH]c(=O)c2c1nc(Sc1ccccc1)n2CCc1ccccc1	0.6	126.4	0.0	2.1	84.6	-1.3	14.5	90.1	-7.0
COc1cccc(CC(=O)NNC(=O)c2ccc3c(c2)OCO3)c1	2.6	110.5	0.0	0.6	124.8[may fluoresce green]	2.7	-7.1	108.4[may fluoresce green]	1.9
O=C(Nc1cccc(-n2cnnn2)c1)c1ccoc1COc1ccc(Cl)cc1	-0.2	107.5	1.0	2.6	103.2	6.5	16.5	113.5	1.3
CNCCOc1ccccc1-c1ccccc1	0.5	88.0	1.0	4.0	104.9	6.4	-7.8	99.9	1.6
Cc1ccccc1-c1nc(-c2ccc(NC(=O)c3ccc4c(c3)OCO4)cc2)no1	-1.8	111.2	1.0	6.8	89.4	-2.2	30.0	99.9	0.8
SMILES	MEX-5 binding	CR mimetic SO	GRK2 inh	GLD-1 RNA inh	CIT2-GFP yeast	BCLXL inh	VLA-4 inh	AGP1 TOR yeast	MCL1-BIM inh
COc1ccc(CCC(=O)NCc2ccccc2OC)cc1	0.8	112.9	0.0	3.1	96.2	7.8	1.3	97.8	2.6
O=C(O)Cn1cnc2scc(-c3cccs3)c2c1=O	-1.1	102.3	4.0	0.6	93.6	11.4	-104.6	101.1	20.0
Cc1ccc(OCC(=O)N2CCN(C(=O)CCC3CCCC3)CC2)cc1	2.3	112.5	0.0	10.7	85.2	-1.1	-5.7	92.4	-0.8
CC(=O)NS(=O)(=O)c1ccc(N=c2ssc3c2-c2cc(C)ccc2NC3(C)C)cc1	0.4	109.4	3.0	-5.7	97.6	4.8	11.5	99.6	3.1
COc1ccc(C(=O)Oc2c(OC)cc(C(=S)N3CCOCC3)cc2OC)cc1OC	-3.3	99.9	.	-0.8	101.0	1.7	3.2	93.1	1.3
CCN(CC)S(=O)(=O)c1ccc(C(=O)Nc2nnc(C(C)C)s2)cc1	0.3	90.7	1.0	-1.0	99.6	2.0	3.8	96.5	1.7
CC1CCCCN1C(=O)COC(=O)c1n[nH]c2ccccc12 (centres undefined)	-1.9	83.3	1.0	6.8	98.7	6.6	13.1	99.7	1.5
COc1ccc2nc(-n3c(C)ccc3C)sc2c1	3.1	92.5	0.0	-8.4	110.2	2.2	-4.9	105.2	1.0
COc1ccc(/C(O)=C2\C(=O)C(=O)N(c3cc(C)on3)C2c2cccc(OC)c2OC)cc1C (centres undefined)	-3.0	87.9	1.0	10.9	90.5	10.5	5.1	93.3	4.2
CCCNC(=O)c1onc(CSc2ccc(F)cc2)c1C(=O)NCCC	0.9	99.1	1.0	1.4	93.2	0.2	26.2	102.3	-4.4
O=C(Nc1ccccc1F)C1CCN(C(=O)NC2CCCCC2)CC1	1.2	93.0	4.0	2.1	106.0	4.6	-9.4	105.3	6.8
CCOCCCNC(=O)c1c[nH]c2c(CC)cccc2c1=O	-2.6	87.0	0.0	5.4	106.8	3.6	-4.2	116.9	1.0
CN(c1ccccc1)S(=O)(=O)c1cccc(C(=O)NCC(=O)Nc2ccc(F)c(F)c2F)c1	.	92.7	0.0	3.1	89.4	.	5.0	93.5	.
